Screening data deposited in PubChem by The Scripps Research Institute Molecular Screening Center.
IEC-6 cytotox: kills IEC-6 intestinal cells in KLF5 counter-screen; inhibition, % at 5 µM; IEC-6 cytotoxicity, luminescence viability; 290,000 tested, 0.78% active; in the data active = inhibition above about 22%;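 note: 0% = plate median of test compound wells and 100% = cytotoxic reference compound wells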
KLF5 inh: kruppel-like factor 5 inhibition | AID 1700 | inhibition, % at 5 µM | DLD-1 KLF5 promoter-luciferase reporter, luminescence | 290,000 tested, 0.23% active;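 active = inhibition above a per-plate limit of that plate's mean compound inhibition plus 3 SD, cut at about 60% in these data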;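 note: 0% = DMSO wells and 100% = LY294002 at 200 µM; higher means less KLF5 promoter-driven luciferase light; inactives centre near -14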
Active calls of the source: *. Some of the compounds tested (hit frequency here may not be typical).

Second line of a record – KLF5 inh, IEC-6 cytotox
Cc1ccc(NC(=O)COC(=O)c2ccc3c(c2)NC(=O)C2CCCN32)cc1C (stereo unspecified)
    -9, 2
Cc1cc2nc3c(=O)n(C4CCCCC4)c(=O)[nH]c3nc2cc1N
    8, -3
CCOC(=O)c1c(C)[nH]c(-c2csc(N)n2)c1C
    4, 4
N#Cc1c(SCC(N)=O)nc2c(c1-c1ccc(OCc3ccccc3)cc1)CCCC2
    -24, -2
N#C/C(C(=O)c1ccccc1)=C1/SC=C(N)N1c1ccccc1
    -72, -5
Cc1ccc(C)c(CSc2nc(-c3ccco3)nc3c2c(=O)n(C)c(=O)n3C)c1
    -9, 1
Nc1c(Cl)cc(S(N)(=O)=O)cc1S(N)(=O)=O
    7, 1
CCOc1ccccc1-c1cc(C(=O)N/N=C/c2ccc3c(c2)OCO3)c2ccccc2n1
    13, 3
O=c1[nH]c(SCc2cc(=O)n3ccccc3n2)nc2c1CCC2
    -1, -2
Cn1c(=O)c2c(nc(SCC(=O)N3CCc4ccccc43)n2Cc2ccc(F)cc2)n(C)c1=O
    -20, -1
O=C(O)c1ccc(NC2=C/C(=N/S(=O)(=O)c3ccccc3)c3ccccc3C2=O)cc1
    4, 25*
COCCNc1nnnc2c1sc1nc(N3CCOCC3)c3c(c12)CCCC3
    -19, -1
CCCCc1c(C)nc2ccc(Br)cc2c1SC(N)N
    -8, -3
CCOC(=O)N1CCN(c2c(N3CCN(c4cccc(C)c4C)CC3)c(=O)c2=O)CC1
    -24, -1
O=c1c2ccccc2nc(SCc2cc(=O)n3ccsc3n2)n1CCCO
    0, 4
COc1cccc(/C=N/NC(=O)C(=O)N/N=C/c2cccc(OC)c2O)c1O
    -5, 4
COc1ccc(-n2nc(C(=O)N3CCN(c4ccc(F)cc4)CC3)c3ccccc3c2=O)c(OC)c1
    -22, -6
O=C(O)C1CSC(c2ccc(O)c([N+](=O)[O-])c2)N1 (stereo unspecified)
    -14, 4
O=C(CSc1nc(N2CCCCC2)nc(N2CCCCC2)n1)NC1CCCCC1
    -18, 3
CN(C)CCCN1C(=O)C(=O)/C(=C(/O)c2ccc3c(c2)OCO3)C1c1ccccn1 (stereo unspecified)
    -17, -6
COc1ccc(-c2cnnc(N/N=C/c3ccc(-c4ccc([N+](=O)[O-])cc4)o3)n2)cc1
    -28, 0
CCN1CCN(c2nc(C)nc3c2sc(=S)n3C)CC1
    12, 9
Oc1cc2c(cc1C(c1ccc(Br)cc1)N1CCCC1)OCO2 (stereo unspecified)
    -22, 3
CCOc1nc(-c2ccc(OC)cc2)ccc1-c1noc(-c2cccnc2)n1
    -27, -1
CN(C)/C=C(/C(=O)c1ccccc1Cl)S(C)(=O)=O
    -26, 4
O=C1CC(=O)c2c1cccc2[N+](=O)[O-]
    -4, -11
CN1CCN(Cc2nc3ccccc3c(=O)n2Cc2nc(-c3cccc([N+](=O)[O-])c3)cs2)CC1
    -21, 13
CC1(C)S[C@@H]2[C@H](NC(=O)[C@H](C(=O)O)c3ccsc3)C(=O)N2[C@H]1C(=O)O
    -2, 2
Cc1cccc(NC(=O)c2c(O)c3cccc4c3n(c2=O)CCC4)n1
    5, -5
CCOC(=O)C1C(=O)C=C(c2ccc(C)cc2)CC1c1ccc([N+](=O)[O-])cc1 (stereo unspecified)
    -21, 8

Single records, as listed above:
COc1cccc(/C=N/NC(=O)C(=O)N/N=C/c2cccc(OC)c2O)c1O in the list: KLF5 inh: -5; IEC-6 cytotox: 4
N#Cc1c(SCC(N)=O)nc2c(c1-c1ccc(OCc3ccccc3)cc1)CCCC2 in the list: KLF5 inh: -24; IEC-6 cytotox: -2

More compounds:
Second line of a record – KLF5 inh, IEC-6 cytotox
O=S(=O)(Nc1nc2ccccc2nc1N1CCN(c2ccccn2)CC1)c1ccc(Cl)cc1
    -2, 4
COc1cccc(-c2nc(-c3ccc(NC(=O)Cc4ccccc4OC)cc3)no2)c1
    0, 0
Cc1cc(C)c2nc3s/c(=C/c4ccccc4)c(=O)n3c2c1
    -13, 1
COC(=O)/C=C/c1sc2nc(C)cc(C)c2c1N=CN(C)C
    -18, -3
CCCN1C(=O)/C(=C/c2c(N3CCNC(=O)C3CC(=O)OC)nc3c(C)cccn3c2=O)SC1=S (stereo unspecified)
    -7, -8
CC(=O)NC1C(=O)N(CCc2ccccc2)c2ccc(Br)cc21 (stereo unspecified)
    -10, 0
C=CCn1c(=O)/c(=C2/SC(C)=C(C)N2CC)s/c1=C1/C(=O)N(C)C(=S)N1c1ccccc1
    -22, 6
NS(=O)(=O)c1ccc(NC(=O)c2ccc(-c3ccccc3)cc2)cc1
    0, 5
O=C(Nc1ccc2c(c1)nc1n2CCN(C2CCCCC2)C1)c1ccco1
    2, -2
Cc1ccc(C)c(N2CCN(c3ncnc4c3cnn4-c3ccccc3)CC2)c1
    -13, -2
O=c1/c(=C/c2ccc(O)c([N+](=O)[O-])c2)sc2nc3ccccc3n12
    -15, -3
CN(C(=O)CCl)C1CCCc2ccccc21 (stereo unspecified)
    -14, 2
CSc1ccc(CN2CCC(O)CC2)cc1
    -15, -4
CCN1/C(=C/c2ccc3cc(C)ccc3[n+]2CC)Sc2cc(C)ccc21
    17, 35*
O=c1[nH]c(CN2CCCCC2)nc2c1C1(CCCC1)Cc1ccccc1-2
    -6, -3
Cc1cccc(NC(=O)CN2C(=O)N/C(=C/c3cc(C)n(C)c3C)C2=O)c1
    -59, -1
CCOC(=O)c1ccc2c(c1)N(CC)/C(=C\C=C1/SC(=S)N(CC)C1=O)N2CC
    -1, 0
O=c1[nH]c2ccccc2n2c(-c3ccncc3)nnc12
    -25, -6
CCCn1c(=O)c2ccccc2n2c(SCc3cc(=O)n4ccsc4n3)nnc12
    -25, 0
C=CCOc1ccc(Br)cc1/C=C1/SC(=Nc2ccc(C(=O)O)cc2)NC1=O
    12, -4
Cn1c(=N)c(S(=O)(=O)c2ccc(Cl)cc2)cc2c(=O)n3ccccc3nc21
    -14, -1
CC(NC(=O)CSC(=S)N(C)C)C12CC3CC(CC(C3)C1)C2 (stereo unspecified)
    -12, 2
COc1ccc(S(=O)(=O)Cc2ccc(C(=O)NCc3ccc(F)cc3)o2)cc1
    -19, 2
CCn1c(=NC(=O)CN2C(=O)CCC2=O)sc2c(C)cc(C)cc21
    -5, 2
Cc1ccc(C)c(N(CC(=O)NC2CCCCC2)C(=O)CCC(=O)Nc2ccccn2)c1
    -14, 3
COC(=O)c1cc(OC)c(OC)cc1NC(=O)c1oc2ccccc2c1C
    -40, 3
O=c1[nH][nH]c(=S)n1-c1ccccc1C(F)(F)F
    1, -2
CCOC(=O)c1sc(NC(=O)c2cccs2)nc1C
    -16, 6
O=C(NCc1ccccc1)c1cc(=O)nc2sc(-c3ccccc3)nn12
    1, 1
Cc1cccc(NC(=O)c2snc3c(=O)[nH]cnc23)c1
    -16, -8
Cc1ccc(C(=O)N2CCN(C(=O)c3ccc(C)c(C)c3)C(C)C2)cc1C (stereo unspecified)
    -29, 2
CCCCC[C@H](O)/C=C/[C@H]1C=CC(=O)[C@@H]1C/C=C\CCCC(=O)O
    2, -5
COc1ccc(Cl)cc1S(=O)(=O)N1CCN(C(=O)c2cc(OC)c(OC)c(OC)c2)CC1
    -36, 1
CCOC(=O)c1c(NC(=O)CSc2nnc(-c3ccncc3)n2Cc2ccco2)sc(C(C)=O)c1C
    17, 1
CC1=[N+](C)c2c(ccc3cccnc23)C1(C)C
    -46, 26*
CCOC(=O)c1[nH]c2ccc(Br)cc2c1NC(=O)CCN1CCCCC1
    10, 2
COc1ccc(-c2nc3ccccc3s2)cc1
    -69, -2
O=C(CNCc1ccc(Cl)cc1)Nc1cccc(C(=O)O)c1
    -28, -1
O=P(O)(CN1CCCCC1)CN1CCCCC1
    -14, -11
CC[n+]1c(/C=C/c2c[nH]c3ccccc23)ccc2cc(C)ccc21
    17, 10
C[C@@H]1NC(=O)c2cc([N+](=O)[O-])cc(I)c2OCC[C@@H](C(N)=O)NC(=O)[C@H](CCC(=O)O)NC1=O
    -13, 0
COc1ccc(-c2c3c([nH]c(=S)c2C#N)CCC3)cc1
    -24, -8
CN(C)c1ccnc(Oc2ccccc2)c1C#N
    -37, 4
CCc1cc2c(SCC(=O)Nc3ccc(Cl)cn3)ncnc2s1
    -36, -8
Cc1ccc(N2CCN(CC(=O)Nc3c(C(=O)C4CC4)oc4ccccc34)CC2)cc1
    -113, 0
NC(=O)CSc1nnc(COc2ccccc2)n1C1CCCCC1
    15, -2
O=C(c1noc2c1CCc1ccccc1-2)N1CCc2ccccc2C1
    -18, 4
NC(=O)CSc1nnc(CCc2nc3ccccc3[nH]2)n1-c1ccccc1
    -24, -5
CCCCCCc1nc2ccccc2c(=O)n1NC(=O)c1c(O)c2cccc3c2n(c1=O)CC3
    -38, -4
N#CC(=C1N=c2ccccc2=N1)c1c(O)[nH]c2ccccc12
    -5, -2
Cc1ccc(NC(=O)CC2Nc3ccccc3NC2=O)cc1Cl (stereo unspecified)
    -83, 5
O=C(Nc1ccc2c(c1)OCCO2)c1ccc(Br)c(S(=O)(=O)N2CCOCC2)c1
    -19, 4
CCOc1nnnc2c1sc1nc(N3CCOCC3)c3c(c12)CC(C)(C)OC3
    -25, -12
CC12CCC(C(=O)N3CCN(C(=O)C45CCC(C)(C(=O)O4)C5(C)C)CC3)(OC1=O)C2(C)C
    2, -5
Cc1ccc(NNC2CC(=O)N(c3cccc(Cl)c3)C2=O)cc1 (stereo unspecified)
    -13, -1
COc1ccc(C(=O)Nc2nc3nc(-c4ccccc4)cc(=O)n3[nH]2)cc1
    -29, -2
Cc1ccc(N/C(N)=N/c2nc(CSc3ccc(C)cc3)cc(=O)[nH]2)cc1
    -9, -5
CCOC(=O)c1c(CSC(=N)N)n(-c2ccc(Br)cc2)c2cc(Br)c(OC(C)=O)cc12
    -15, 2
CCCCCCc1cc2cc(-c3nnc(-c4cccc(OC)c4)o3)c(=O)oc2cc1O
    -24, -7
Cc1ccc2c(c1)c1c(n2CC(O)CNC(C)(C)C)CCCC1 (stereo unspecified)
    -7, -11

The list continues.
Second line of a record – KLF5 inh, IEC-6 cytotox
CCC1(C)Cc2c(sc3c2c(=O)n(C)c2nnc(SCC(=O)c4ccc(Cl)cc4)n32)CO1 (stereo unspecified)
    -21, 2
Cc1c(C(=O)N2CCc3ccccc32)oc2c1C(=O)CC(C)(C)C2
    -26, 4
CCn1c(=O)c(C(=O)Nc2cccnc2)c(O)c2ccccc21
    12, -2
CCOC(=O)c1cc(NC(=O)c2ccccc2)c(=O)oc1C(F)(F)F
    -12, 0
CCN(CC)CCCOc1nc(C)nc2c1oc1ccccc12
    -24, 2
CC(=O)N1c2ccccc2N2C(c3c(C)c(C)cc(C)c3C)=NON12
    6, 1
COc1ccccc1C(=O)Nc1cc(-c2nn3c(C)nnc3s2)ccc1C
    -19, 4
CC1(C)CC(=O)C=C(NC2CCS(=O)(=O)C2)C1 (stereo unspecified)
    -13, 1
O=C1c2ccccc2C(=O)N1CCC(=O)N1CCc2ccccc21
    17, -2
Cc1cc(NS(=O)(=O)c2ccc(NC(=O)c3ccoc3C)cc2)nc(C)n1
    0, -1
CCSCc1nc2ccccn2c1Br
    -6, -6
COc1ccc(Nc2nnc(SCC(=O)Nc3cc(C)on3)s2)cc1
    9, 0
CCN(CC)CCCn1c(C)cc2c(c1=O)C(c1cccc(Cl)c1)C(C#N)=C(N)O2 (stereo unspecified)
    -26, 4
COC(=O)c1ccc(COc2ccc3c(C)c(C)c(=O)oc3c2C)o1
    -28, 0
COn1c(C)c(C)c2c3nonc3ccc21
    -13, 1
Cc1cc2nc3c(=O)[nH]c(=O)[nH]c3nc2c([N+](=O)[O-])c1N
    -16, -25
NC(=O)[C@@H]1CCNc2c(I)cc([N+](=O)[O-])cc2C(=O)N[C@@H](CO)C(=O)N[C@@H](Cc2ccc(O)cc2)C(=O)N1
    -7, 9
O=C(NCCCN1CCCCCC1)c1ccc(CS(=O)(=O)Cc2ccccc2F)o1
    -35, -3
CCn1c(SCC(=O)N2c3ccccc3Sc3ccc(Cl)cc32)nc2c1c(=O)n(C)c(=O)n2C
    -38, 2
Cc1ccc(/C(O)=C2\C(=O)C(=O)N(CCCN(C)C)C2c2ccccn2)cc1 (stereo unspecified)
    -25, -3
CCOC(=O)c1c(NC(=O)c2noc3c2CCCC3)sc(C)c1C
    -21, 10
O=C(O)C1CCC(CNCc2cccnc2)CC1 (stereo unspecified)
    -7, -7
CC(C)c1ccc(NC(=O)c2n[nH]c(=O)c3ccccc23)cc1
    -14, -5
CN(C)CCCNc1c(C(=O)O)cnc2c1cnn2C
    -27, 1
Cc1nc(Nc2nc(=O)c3ccccc3n2C)nc2c(C)cccc12
    -18, 7
c1ccc2c(c1)nc(N1CCN(C3CCCCC3)CC1)c1nnnn12
    9, -9
CCOc1ccc2nc(NC3=NCN(CC4CCCO4)CN3)nc(C)c2c1 (stereo unspecified)
    -4, -1
Cc1nnc(NC(=O)c2oc3cc(C)c(C)cc3c2C)s1
    0, -5
COc1cc(/C=C2\SC(=O)N(c3cccc(Cl)c3)C2=O)cc([N+](=O)[O-])c1O
    -37, -7
CCCc1cc(=O)oc2c(C)c(OCC(=O)c3ccc(N4CCCC4)cc3)ccc12
    -2, -4
